M4 antag: antagonists of human muscarinic M4 receptor (CHRM4); actives 0.73% (n = 360,000); AID 624125; CHO-hM4 cells, ACh EC80, Fluo-8 calcium fluorescence; inhibition, % at 3 µM;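 active = inhibition above its plate's cutoff, the mean inhibition of sample wells plus 3 SD, cut at about 27% in these data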;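 note: 0% = acetylcholine EC80 with DMSO and 100% = DMSO without agonist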
Target sequence (P08173 whole entry, looked up): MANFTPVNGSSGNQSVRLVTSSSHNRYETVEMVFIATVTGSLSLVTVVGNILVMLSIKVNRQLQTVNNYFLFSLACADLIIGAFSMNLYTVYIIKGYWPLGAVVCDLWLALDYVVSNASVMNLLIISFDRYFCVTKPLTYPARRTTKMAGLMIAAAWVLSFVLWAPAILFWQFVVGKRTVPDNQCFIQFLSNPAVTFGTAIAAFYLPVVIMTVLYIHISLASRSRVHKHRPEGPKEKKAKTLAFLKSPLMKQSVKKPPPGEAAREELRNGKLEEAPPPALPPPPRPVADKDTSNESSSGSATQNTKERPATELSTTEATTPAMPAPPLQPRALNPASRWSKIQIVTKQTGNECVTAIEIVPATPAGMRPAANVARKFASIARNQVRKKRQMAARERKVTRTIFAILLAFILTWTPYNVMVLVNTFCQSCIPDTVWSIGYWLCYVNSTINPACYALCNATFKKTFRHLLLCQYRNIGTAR
CHO-K1 Ca antag: nonselective inhibitor or artifact in parental CHO-K1 cells | ATP-induced calcium, Fluo-8 fluorescence | inhibition, % at 3 µM | actives 0.6% (n = 360,000) | AID 602250;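 active = inhibition above a per-plate cutoff, the plate's mean sample inhibition plus 3 SD, cut at about 24% in these data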;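 note: 0% = DMSO plus EC80 ATP and 100% = DMSO alone without ATP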
M4 ag: agonists of human muscarinic M4 receptor (CHRM4); P08173; CHO-K1 hM4/Gqi5, Fluo-8 calcium fluorescence; vehicle 0%, full acetylcholine response 100%; activation, % at 3 µM; actives 0.14% (n = 360,000);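 active = activation above the run mean over all test wells plus 3 SD, cut at about 32% in these data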;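 note: peak over basal fluorescence ratio per well then scaled between controls; 0% = DMSO wells and 100% = acetylcholine at EC100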
M1 PAM parental: nonselective activator or artifact in parental CHO-K1 calcium assay; ATP EC20, Fluo-8 calcium fluorescence; 0% at ATP EC20, 100% at ATP max; activation, % at 3 µM; actives 0.02% (n = 360,000); AID 602247;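 active = activation above the run cutoff, the mean activation of all test compounds plus 3 SD, cut at about 40% in these data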;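 note: peak over basal fluorescence ratio in a 140 s read after ATP addition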
M1 ag parental: counter-screen for M1 agonists: effect in parental CHO-K1 cells; activation, % at 3 µM; Fluo-8 calcium fluorescence; scaled to maximal ATP response, vehicle zero; actives 0.48% (n = 360,000); in the data active = activation above about 15%;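 note: untransfected CHO-K1 host cells lacking M1 receptor as counterscreen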
M4 PAM: CHRM4 positive allosteric modulation; activation, % at 3 µM; CHO-K1 hM4/Gqi5, Fluo-8 calcium fluorescence, ACh EC20; 0% = ACh EC20, 100% = maximal ACh; P08173; actives 0.4% (n = 360,000);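 active = activation above its plate's cutoff, the mean activation of sample wells plus 3 SD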; note: some results filed as inactive read as strong as hits
M5 ag: CHRM5 agonism in calcium assay; activation, % at 3 µM; CHO-K1 hM5 cells, Fluo-8 calcium fluorescence; 0% DMSO wells, 100% maximal acetylcholine response; actives 0.19% (n = 360,000); P08912;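 active = activation above the run's mean over test compounds plus 3 SD, cut at about 23% in these data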;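 note: signal is peak over basal fluorescence ratio across the kinetic read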
Target sequence (P08912 whole entry, looked up): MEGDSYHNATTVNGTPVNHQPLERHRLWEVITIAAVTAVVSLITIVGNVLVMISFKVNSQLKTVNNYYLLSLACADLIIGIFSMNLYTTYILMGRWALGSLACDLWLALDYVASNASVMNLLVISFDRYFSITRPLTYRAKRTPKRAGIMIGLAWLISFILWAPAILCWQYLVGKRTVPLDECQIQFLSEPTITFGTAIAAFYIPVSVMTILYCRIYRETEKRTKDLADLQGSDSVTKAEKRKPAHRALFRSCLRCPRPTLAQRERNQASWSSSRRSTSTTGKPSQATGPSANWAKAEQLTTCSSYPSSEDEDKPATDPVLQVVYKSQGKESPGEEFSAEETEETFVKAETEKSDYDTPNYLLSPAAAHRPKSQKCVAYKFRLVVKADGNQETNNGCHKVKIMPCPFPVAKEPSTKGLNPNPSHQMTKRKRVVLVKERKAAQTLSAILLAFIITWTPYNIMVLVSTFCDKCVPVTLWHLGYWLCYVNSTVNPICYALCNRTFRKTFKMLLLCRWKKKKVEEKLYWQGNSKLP
CHRM5 PAM: potentiates acetylcholine response at human M5 receptor. AID 624038. actives 0.3% (n = 360,000). activation, % at 3 µM. CHO-K1 hM5, Fluo-8 calcium, ACh EC20 PAM; 0% = ACh EC20, 100% = ACh EC100. P08912;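 active = activation above the run cutoff, the mean activation of all test compounds plus 3 SD, cut at about 18% in these data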
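System: CHO-K1 hM5 cells. Reagent: acetylcholine, EC20 level. Compound dosing: single dose, 3 µM nominal final test concentration. Timing: Post-acetylcholine fluorescence recording 140 s. Detection: Fluo-8 calcium fluorescence. Read-out: % activation, ACh-normalized. Benchmarks: ACh EC20 and EC100 wells. Repeats: singlicate, one well per test compound.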
M5 antag: CHRM5 antagonism in calcium assay | CHO-hM5 cells, Fluo-8 calcium fluorescence, ACh EC80 | inhibition, % at 3 µM | AID 624040 | P08912 | actives 0.59% (n = 360,000);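 active = inhibition above a per-plate cutoff, the mean of that plate's test compounds plus 3 SD, cut at about 27% in these data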;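 note: 0% = acetylcholine EC80 with DMSO and 100% = DMSO without agonist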
* = called active by the depositor.

SMILES	M4 antag	CHO-K1 Ca antag	M4 ag	M1 PAM parental	M1 ag parental	M4 PAM	M5 ag	CHRM5 PAM	M5 antag
CCOC(=O)C(CC)n1cnc2c(nnn2-c2ccccc2)c1=O (configuration not stated)	-8	-11	11	18	2.9	-6	3	-10	3
COc1ccc(-c2noc(CSc3nnc(Cc4ccccc4)n3-c3cccc(C)c3)n2)cc1OC	2	3	6	-10	0.2	-5	-2	-8	10
CCS(=O)(=O)N1Cc2ccccc2CC1C(=O)Nc1nc2ccccc2s1 (configuration not stated)	-14	-7	2	8	-0.1	4	-3	-5	0
Cc1ccc(C2=NN(C(=O)CCC(=O)O)C(c3cccc([N+](=O)[O-])c3)C2)cc1 (configuration not stated)	0	-10	0	8	0.7	0	2	3	4
Cc1ccc(Cn2cc(SCC(N)=O)c3ccccc32)cc1	3	0	3	8	0.7	1	1	-3	4
CC1=CC(c2ccccc2)n2ncnc2N1 (configuration not stated)	-1	0	1	7	0.6	12	5	12	-11
Cc1ccc(N2C(=O)[C@@H]3Cc4ccccc4CN3C2=O)cc1	2	2	1	2	0.2	8	2	10	-3
Cc1cc(Cl)ccc1NC(=S)NC(C)(C)C	-1	-13	2	11	1.6	-3	-7	0	3
COc1cc(-c2nc3ccc4ccccc4c3c3c2CCC3)cc(OC)c1OC	2	-6	0	15	0.3	2	-5	-4	2
COc1ccc(C(O)c2nc(-c3cccc(C(C)C)c3)cs2)cc1 (configuration not stated)	-7	-8	2	9	1.0	2	1	-1	-3
CC1=C(C(=O)Nc2ccccn2)C(c2ccc(F)cc2)n2ncnc2N1 (configuration not stated)	0	-1	1	-7	-0.1	2	2	1	6
CCCOc1ccc(-c2c(C(=O)N/N=C/C3CCCCC3)nnn2-c2nonc2N)cc1	-1	-15	3	9	1.9	3	0	0	1
Cc1ccc(C)c(NC2=NCC(=O)N2C2CCCCC2)c1	1	-19	0	20	0.9	-2	3	3	-4
Cc1ccc2nc(C)cc(N/N=C/c3cccnc3)c2c1	4	-6	0	13	0.7	12	-2	-5	7
COc1cccc(C=NNC(=O)C2CC2)c1	1	-2	0	0	-0.3	1	1	4	10
CC(OC(=O)c1ccc(Cl)c(S(=O)(=O)N2CCOCC2)c1)C(=O)Nc1ccc(S(N)(=O)=O)cc1 (configuration not stated)	4	-13	0	24	0.9	-1	3	3	11
O=C(/C(=C/c1ccccc1Cl)c1ccccc1)N1CCOCC1	3	-2	1	-12	0.2	4	-1	-5	14
CC1CCCC(C)N1CCCNC(=O)C1CCCN(c2ncnc3c2nc2n3CCCCC2)C1 (configuration not stated)	-15	-8	0	9	-0.2	-2	-7	7	-1
COc1ccc(CCNC(=O)CCS(=O)(=O)c2ccc3nc(C)sc3c2)cc1OC	-5	-5	1	8	0.5	11	1	-3	2
C=CCN(CC=C)c1ccc(N2C(=O)C3CCCCC3C2=O)cc1[N+](=O)[O-] (configuration not stated)	16	-10	7	1	5.8	-2	3	-5	-5
O=C(c1ccc2c(c1)OCO2)N1CCN=C1SCc1ccccc1	-5	-7	1	23	0.5	9	0	4	-3
Cc1ccc(S(=O)(=O)NCC(=O)NCCc2c[nH]c3ccccc23)cc1C	2	-7	5	-11	2.5	-5	-2	-10	14
C/C(=N/NC(=O)c1nnn(-c2nonc2N)c1CSc1ccc(Cl)cc1)c1ccncc1	-3	5	1	-12	0.2	1	0	0	5
O=C(COC(=O)C1CC(=O)N(c2ccc3c(c2)OCCO3)C1)NC1CCCc2ccccc21 (configuration not stated)	11	-9	0	14	0.2	-4	-1	-3	0
Fc1cc(F)c2nc(N3CCOCC3)sc2c1	7	-2	1	-3	0.2	18	0	-5	7

New compounds follow
SMILES	M4 antag	CHO-K1 Ca antag	M4 ag	M1 PAM parental	M1 ag parental	M4 PAM	M5 ag	CHRM5 PAM	M5 antag
C=C(C)C(=O)NC1=NN(c2ccccc2)C(=O)C1	-7	-3	1	12	-0.5	1	0	-1	1
CC(=O)Nc1ccc(SCC(=O)Nc2ccccc2-c2ccccc2)cc1	-18	30*	8	-11	1.0	-2	3	-10	2
CCOc1ccc(C(C)=O)cc1CSC(=N)N	-5	6	0	4	-0.1	0	-5	7	9
O=C(c1ccccc1)c1cnc(-c2ccccc2)s1	-6	-10	0	14	0.7	1	-3	-5	-7
COc1ccc(OC)c(C(=O)Nc2ccc3[nH]ccc3c2)c1	12	-3	15	15	5.5	-31	2	-14	16
CCN1CCN(CC(=O)Nc2ccc(Cl)c(S(=O)(=O)N(C)C)c2)CC1	-3	-14	0	17	0.6	5	-8	-1	-3
CCOc1ccc(OCC)c(NC(=O)CN2CCN(CC)CC2)c1	-9	-11	0	20	0.5	4	-6	1	-2
CCOc1ccccc1Nc1nnc(SCC(=O)Nc2cccc(S(=O)(=O)NC3=NCCCCC3)c2)s1	5	0	6	5	5.2	-19	-2	-13	16
CCOc1cc(N2CCOCC2)c(OCC)cc1NC(=O)CN1C(=O)NC2(CCCCC2C)C1=O (configuration not stated)	-11	5	2	-4	0.9	9	4	-2	0
C=CCOC(=O)C1=C(C)OC(N)=C(C#N)C1c1ccc(F)cc1 (configuration not stated)	4	2	-2	2	-0.2	4	-10	-3	6
O=C(CSc1nnc(NC(=O)c2ccco2)s1)Nc1ccccc1Cl	-11	-28	1	32	0.5	12	-1	2	0
CC(C)(C)NC(=O)C(c1ccsc1)N(CCc1ccccc1)C(=O)Cn1nnc2ccccc21 (configuration not stated)	17	1	0	0	-0.3	17	-3	1	8
CC1CCN(CCCNC(=O)CN2C(=O)CSc3ccc(S(=O)(=O)N4CCC(C)CC4)cc32)CC1	6	-16	0	0	0.0	-2	-2	5	-2
CC(C)(C)c1ccc(CC(=O)N2CCC2(C)C(=O)NS(=O)(=O)c2ccc(C#N)cc2)cc1 (configuration not stated)	-6	-8	2	-6	0.4	6	1	0	4
CCCCn1c(N)c(N(CCOC)C(=O)CCNC(=O)c2ccc(Cl)cc2)c(=O)[nH]c1=O	-8	-8	0	16	1.4	0	-3	13	-12
CC(C)c1ccc(NC(=O)[C@@H](C)NC(=O)[C@@H]2Cc3ccccc3CN2)cc1	6	-17	0	16	1.3	-9	-6	1	-3
OC(c1cc(F)cc(Cl)c1)c1ncc(-c2cccc(C(F)(F)F)c2)[nH]1 (configuration not stated)	1	9	12	-9	7.0	-5	4	-8	11
COc1ccc(C(=O)Nc2ccc(S(=O)(=O)Nc3ncccn3)cc2)cc1OC	1	3	0	6	0.2	-3	-5	-7	-1
Cc1cccc(CSCc2ccc(C(=O)NCC3CCCO3)o2)c1 (configuration not stated)	-1	-7	3	9	2.0	-3	3	6	-2
O=C(CCc1nc2ccccc2c(=O)[nH]1)Nc1cc(Cl)ccc1N1CCCC1	-12	-12	2	12	-0.2	11	-6	5	1
O=C(O)C1=C2C(=O)Nc3cccc(c32)C2(C1)C(=O)Nc1ccccc12 (configuration not stated)	1	-10	1	8	0.5	1	1	0	0
CC(=O)Nc1c(Br)cc(N2C(=O)CCC2=O)cc1Br	0	17	1	-4	0.5	-5	0	-5	7
COCC(=O)N(Cc1cc2cc(C)ccc2[nH]c1=O)c1ccccc1	-21	-15	2	7	0.8	23*	0	6	-2
CCn1cc(C2=NOC(C(=O)Nc3cc(C)nn3-c3ccccc3)C2)c(C)n1 (configuration not stated)	13	-13	1	8	0.1	1	0	1	0
CCOC(=O)C1CCN(c2c(-c3ccccc3)c3cc(Cl)ccc3[nH]c2=O)CC1	0	-6	0	16	0.8	4	1	8	-4

Part of the list above in order of count of non-hydrogen atoms, descending:
SMILES	M4 antag	CHO-K1 Ca antag	M4 ag	M1 PAM parental	M1 ag parental	M4 PAM	M5 ag	CHRM5 PAM	M5 antag
CC(OC(=O)c1ccc(Cl)c(S(=O)(=O)N2CCOCC2)c1)C(=O)Nc1ccc(S(N)(=O)=O)cc1 (configuration not stated)	4	-13	0	24	0.9	-1	3	3	11
O=C(COC(=O)C1CC(=O)N(c2ccc3c(c2)OCCO3)C1)NC1CCCc2ccccc21 (configuration not stated)	11	-9	0	14	0.2	-4	-1	-3	0
CCCOc1ccc(-c2c(C(=O)N/N=C/C3CCCCC3)nnn2-c2nonc2N)cc1	-1	-15	3	9	1.9	3	0	0	1
O=C(CCc1nc2ccccc2c(=O)[nH]1)Nc1cc(Cl)ccc1N1CCCC1	-12	-12	2	12	-0.2	11	-6	5	1
Cc1ccc(N2C(=O)[C@@H]3Cc4ccccc4CN3C2=O)cc1	2	2	1	2	0.2	8	2	10	-3

(more compounds)
SMILES	M4 antag	CHO-K1 Ca antag	M4 ag	M1 PAM parental	M1 ag parental	M4 PAM	M5 ag	CHRM5 PAM	M5 antag
CCOC(=O)COc1cc(Br)c(/C=N/Nc2ccccc2)cc1OC	2	-9	0	23	2.0	9	-6	4	7
O=C(O)CCCCCN1C(=O)C(O)=C(C(=O)/C=C/c2ccccc2)C1c1cccc([N+](=O)[O-])c1 (configuration not stated)	-1	4	1	3	0.5	1	-1	-7	8
O=C(Cn1nnc(-c2cccs2)n1)N1CCc2ccccc2C1	5	0	1	15	1.2	-8	0	0	5
CC(=O)c1ccc(-n2nnnc2SCC(=O)N2CCc3ccccc3C2)cc1	9	-4	5	11	2.0	3	-1	-3	-3
CS(=O)(=O)N1CCCCC1c1cc(C(=O)NCc2ccc(Cl)c(Cl)c2)no1 (configuration not stated)	4	-5	3	4	0.9	-3	0	-3	2
N#Cc1ccc(Cl)cc1NC(=O)COC(=O)c1ccc2c(c1)OCCO2	-9	-5	3	11	0.3	6	-1	9	-9
CC(C)(C)OC(=O)NCc1ccc(CNC(=O)c2[nH]cnc2C(=O)NC2CCN(C(=O)OC(C)(C)C)CC2)cc1	10	-10	19	12	2.7	-7	6	-24	1
CCOc1ccc(S(=O)(=O)N2CCCC(C(=O)NCc3ccccn3)C2)cc1Cl (configuration not stated)	4	-8	2	2	0.1	-5	-2	-2	5
Cc1ncc([N+](=O)[O-])n1CC(=O)Nc1ccc(OC(F)(F)Cl)cc1	-9	13	3	-22	1.0	0	0	-1	3
COc1ccc(Nc2nc(N3CCOCC3)nc(N3CCOCC3)n2)c(OC)c1	-5	0	1	5	-0.3	1	0	-5	12
N#C/C(=C1\C(=O)Nc2c(Cl)cc(Cl)cc21)c1nnc2n1CCCCC2	2	0	2	16	0.6	2	-2	-1	-3
COc1cc(C(=O)Nc2ccc3c(c2)Cc2cc(NC(=O)c4cc(OC)c(OC)c(OC)c4)ccc2-3)cc(OC)c1OC	5	-15	2	22	0.6	4	1	4	-2
CCOC(=O)[C@]12CCCC=C1N(Cc1ccco1)C(=O)[C@H](CC(=O)N1CCN(C(=O)C3CC3)CC1)C2	-4	4	1	5	-0.3	9	4	2	3
CCOC(=O)C1CCCN(C(=O)CCn2nnnc2CN2CCOCC2)C1 (configuration not stated)	0	1	1	23	0.2	8	1	0	5
COc1cccc(C2C(C(=O)c3ccc(C)o3)=C(O)C(=O)N2CCN2CCOCC2)c1 (configuration not stated)	-4	8	2	-13	0.2	-1	-4	-1	8
NCC12CC3CC(C1)CC(CN)(C3)C2	-1	-8	0	10	0.0	13	-4	4	-8
Cc1cc(C)c(NC(=S)NCCO)c(C)c1	-5	-5	1	-1	0.0	5	-1	-3	2
COc1ccc(C(=O)NC2CCN(CC(=O)NC3CCCCC3)CC2)cc1	3	-13	0	6	1.2	0	-1	3	3
O=C(N/N=C/C=C\c1ccccc1)c1cnccn1	-4	-13	2	14	0.6	8	5	6	1
O=C(Nc1nnc(-c2ccccc2SCc2ccccc2F)s1)Nc1ccccc1F	-5	-22	1	22	1.0	15	-2	6	5
Oc1ccc(/C=N/Nc2cccc(Cl)n2)c(O)c1	-6	10	2	-22	1.2	-1	5	3	2
